TrxR1 inh = rat TrxR1 inhibition. O89049. recombinant rTrxR1, NADPH fluorescence consumption, selenite substrate. Potency, µM (doses to about 114 µM), inactives show top-dose activity change, negative = inhibition, usual class: inhibitors. 390,000 compounds, 1% hits; note: potency is the fitted concentration of half-maximal effect; % is set by controls: 0 for no effect and ±100 for the full control effect; nearly all actives have a fitted effect of over 65% in size
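Rat TrxR1 (90 nM in the dispensed reagent) was pre-reduced with 400 uM NADPH for 5 min at room temperature, then incubated with compound for 15 min. After 400 uM selenite was added, NADPH fluorescence (Ex 340/Em 450 nm) was followed for 8 min.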
TRHR ag = TRH receptor (human) agonism; activation, % at 2 µM; TRHR cells, calcium flux fluo-8, FDSS agonist mode; 360,000 compounds, 0.18% hits; in the data active = activation above about 30%; note: 0% is about no effect
Target sequence (P34981 whole entry, looked up): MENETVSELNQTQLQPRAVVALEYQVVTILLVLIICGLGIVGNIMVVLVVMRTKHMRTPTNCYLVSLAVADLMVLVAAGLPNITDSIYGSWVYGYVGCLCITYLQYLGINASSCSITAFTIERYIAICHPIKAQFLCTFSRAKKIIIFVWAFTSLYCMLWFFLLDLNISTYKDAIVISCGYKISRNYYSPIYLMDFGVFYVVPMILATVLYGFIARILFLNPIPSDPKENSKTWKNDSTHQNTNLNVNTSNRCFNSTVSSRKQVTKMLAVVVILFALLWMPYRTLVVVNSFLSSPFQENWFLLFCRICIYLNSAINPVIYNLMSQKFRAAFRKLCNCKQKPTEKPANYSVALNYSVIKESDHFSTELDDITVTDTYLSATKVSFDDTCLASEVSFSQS
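TRHR-expressing cells, plated overnight in medium with 10% serum, were loaded with fluo-8 calcium dye at room temperature. After a 10 s baseline, library compound was pin-added and calcium release was recorded kinetically (ex 480/em 530) as agonist response.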
D2 antagonist = antagonists of human D2 dopamine receptor; HEK293 TREx D2 cells, calcium flux, dopamine EC80; inhibition, % at 10 µM; 340,000 compounds, 2% hits; in the data active = inhibition above about 30%; note: 0% is about no effect
Target sequence (P14416 whole entry, looked up): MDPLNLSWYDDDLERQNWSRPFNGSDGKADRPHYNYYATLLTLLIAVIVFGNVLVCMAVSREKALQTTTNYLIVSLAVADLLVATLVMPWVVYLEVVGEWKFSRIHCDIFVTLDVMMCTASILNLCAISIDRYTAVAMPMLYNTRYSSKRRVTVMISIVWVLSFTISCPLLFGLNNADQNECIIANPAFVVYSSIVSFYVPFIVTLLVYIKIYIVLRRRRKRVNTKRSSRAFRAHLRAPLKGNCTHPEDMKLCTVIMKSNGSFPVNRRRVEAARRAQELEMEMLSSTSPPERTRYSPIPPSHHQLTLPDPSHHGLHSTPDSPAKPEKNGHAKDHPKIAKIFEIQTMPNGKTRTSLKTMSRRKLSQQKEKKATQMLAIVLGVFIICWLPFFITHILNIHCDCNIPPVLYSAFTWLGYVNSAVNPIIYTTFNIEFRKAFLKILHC
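HEK293 T-REx D2 cells, tet-induced, calcium dye no-wash. Cpd pintool add, 180 s kinetic, then EC80 DA, 180 s kinetic. Ca flux read.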
D2 agonist = D2 dopamine receptor (human) agonism. P14416. HEK293 T-REx D2 cells, calcium flux agonist mode. activation, % at 2 µM. 340,000 compounds, 0.53% hits;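 active = activation over 3 SD above normal in the single-dose calcium agonist read, cut at about 30% in these data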; note: 0% is about no effect
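HEK293 Trex D2 cells, tetracycline-induced, o/n 30 C 5% CO2; no-wash Ca dye, RT 30–90 min; 10-cycle baseline, 23 nl cpd added, kinetic Ca read 180 s; agonist hits = positive Ca response.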
TrxR1 substrate = rat thioredoxin reductase 1 substrate activity; purified TrxR1 substrate turnover, NADPH consumption readout; Potency, µM (series often up to 114 µM), without a hit: at the top dose activity change, negative = substrate turnover; O89049; 390,000 compounds, 0.01% hits; note: potency is the fitted concentration of half-maximal effect; % is set by controls: 0 for no effect and ±100 for the full control effect; nearly all actives have a fitted effect of over 50% in size
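Rat TrxR1, dispensed at 90 nM, was prereduced with 400 uM NADPH (final) for 5 min at ~22 deg C, then incubated with compound 15 min before 400 uM selenite. A first-read NADPH fluorescence drop versus no-compound background flagged substrates.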
USP1-UAF1 inh = USP1/UAF1 (human) deubiquitinase inhibition. O94782. recombinant USP1/UAF1, Ub-Rhodamine cleavage fluorescence. Potency, µM (highest dose often 57.1 µM), for the others: at the highest dose activity change, negative = inhibition, hits mostly inhibitors. 390,000 compounds, 0.23% hits; note: potency is the fitted concentration of half-maximal effect; % is set by controls: 0 for no effect and ±100 for the full control effect; nearly all actives have a fitted effect of over 60% in size; inactives centre near -12
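USP1/UAF1 complex at 1 nM was preincubated with compound for 15 min at room temperature, then Ub-Rho substrate (150nM final) was added. Fluorescence (480/540 nm) was read kinetically, 6 reads every 60 seconds.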
TRHR enhancer = allosteric enhancers of human TRH receptor | P34981 | TRHR cells, fluo-8 calcium fluorescence, EC20 TRH enhancement | enhancement, % at 2 µM | 360,000 compounds, 0.66% hits | AID 493056; in the data active = enhancement above about 30%; note: 0% is about no effect
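Enhancer read-out: after compound pinning and an initial kinetic agonist-mode read, an EC20 of TRH (10 nM final) was injected and fluo-8 calcium signal (Ex 480/Em 530) followed at 1 s/cycle for 100 cycles in TRHR-expressing cells.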
IDH1 R132H inh = inhibitors of human mutant IDH1 R132H | O75874 | IDH1-R132H enzyme, NADPH consumption, diaphorase/resazurin fluorescence | Potency, µM (titrated, usually from 76.6 µM), for the others: at the highest dose activity change, negative = inhibition, usual class: inhibitors | 390,000 compounds, 0.093% hits; note: potency is the fitted concentration of half-maximal effect; % is set by controls: 0 for no effect and ±100 for the full control effect; nearly all actives have a fitted effect of over 65% in size
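IDH1-R132H (0.5 ug/mL dispensed) in pH 7.5 Tris buffer was preincubated 30 min with compound, then given a substrate mix of 0.016 mM NADPH and 2 mM alpha-KG for 80 min at room temperature; remaining NADPH was read by diaphorase/resazurin fluorescence.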
Pin1 inhibitor = human Pin1 inhibition | AID 504891 | Pin1 FP peptide displacement, HiFluor488, 10 min | Potency, µM (titrated, usually from 115 µM), without a hit: at the top dose activity, negative = inhibition, actives largely listed as inhibitors | 390,000 compounds, 0.009% hits; active = well fitted inhibition curve with a large enough effect in the polarisation, with a control signal flat, not every such curve was filed as active; inconclusive = small, poorly fitted or top-dose-only effect, or effect the other way, or a change in a side signal; inactive = no such curve, though single readings can be large or run the other way; the % refers to the polarisation; note: potency is the fitted concentration of half-maximal effect; % is set by controls: 0 for no effect and ±100 for the full control effect
Target sequence (Q13526 whole entry, looked up): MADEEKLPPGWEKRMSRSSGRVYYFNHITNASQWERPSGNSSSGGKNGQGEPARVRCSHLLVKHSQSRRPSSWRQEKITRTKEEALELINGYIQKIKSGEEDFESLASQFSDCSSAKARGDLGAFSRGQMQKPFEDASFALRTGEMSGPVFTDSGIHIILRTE
Starred values were filed as active, the others as inactive; [ ] = remark or other dose. Unless noted, calls come from the whole dose curve; as a rule, active = well fitted inhibition curve with a large enough effect; inconclusive = small, poorly fitted or top-dose-only effect; inactive = no such curve, though single readings can be large or run the other way. This is a subset; count on the stated rates, not on these rows.

Cc1cccc[n+]1C1C(c2ccccc2)C(C#N)=C(C(=C=[N-])C#N)NC1(O)C1CC1 (centres undefined) was read as TrxR1 inh -22%[57.1 µM], TrxR1 substrate 7%[57.1 µM], USP1-UAF1 inh -7%, IDH1 R132H inh -4% and Pin1 inhibitor inconclusive.
`O=C1CSC(c2ccccn2)N1c1ccc(F)cc1F` (centres undefined) gave TrxR1 inh 12%[57.1 µM], TRHR ag -0.3, TrxR1 substrate 5%[57.1 µM], USP1-UAF1 inh -12%, TRHR enhancer -5, IDH1 R132H inh 0% and Pin1 inhibitor -1%.
For Cc1ccc(CC2(c3ccccc3)NC(=O)NC2=O)cc1 (centres undefined) the results were TrxR1 inh 33%, TrxR1 substrate 11%, USP1-UAF1 inh -6%, IDH1 R132H inh 1% and Pin1 inhibitor -5%.
For CCOC(=O)c1sc(Nc2ccccc2)nc1C the results were TrxR1 inh 8%[57.1 µM], TRHR ag 0.8, D2 antagonist 6, D2 agonist 0.2, TrxR1 substrate 8%[57.1 µM], USP1-UAF1 inh -27%, TRHR enhancer 2, IDH1 R132H inh 7% and Pin1 inhibitor 4%.
Screening COc1cc2c(cc1OC)C(c1cccc(Br)c1)NC(=O)C2 (centres undefined) returned TrxR1 inh -2%, TRHR ag -0.3, D2 antagonist -32, D2 agonist 0.0, TrxR1 substrate -3%, USP1-UAF1 inh 1%, TRHR enhancer -1, IDH1 R132H inh 4% and Pin1 inhibitor 2%.
For CNc1ccc(/C=C/C(=O)c2ccc(C)cc2)cc1[N+](=O)[O-] the results were TrxR1 inh -15%[57.1 µM], TRHR ag -1.5, D2 antagonist 2, D2 agonist -1.5, TrxR1 substrate -5%[57.1 µM], USP1-UAF1 inh -16%, TRHR enhancer 24, IDH1 R132H inh 1% and Pin1 inhibitor 4%.
Cc1ccc(NC(=O)C2CCN(c3nn4c(=O)cc(C)nc4s3)CC2)cc1 was read as TrxR1 inh 16%, TRHR ag -0.5, D2 agonist -0.1, TrxR1 substrate 2%, USP1-UAF1 inh -20%, TRHR enhancer -4, IDH1 R132H inh -13% and Pin1 inhibitor -4%.
Screening COC(=O)c1[nH]nc2c1C(=O)N(Cc1ccccc1)C2=O returned TrxR1 inh 39%[activator][57.1 µM], TRHR ag 2.6, D2 antagonist -12, D2 agonist 1.2, TrxR1 substrate 10%[57.1 µM], USP1-UAF1 inh -13%, TRHR enhancer -4, IDH1 R132H inh 13% and Pin1 inhibitor -3%.
`CCOc1ccc(CN(C)CC(=O)NCc2ccc(F)cc2)cc1` gave TrxR1 inh 18%, TRHR ag -0.1, D2 antagonist 11, D2 agonist -1.6, TrxR1 substrate -1%, USP1-UAF1 inh -11%, TRHR enhancer -16, IDH1 R132H inh 13% and Pin1 inhibitor 6%.
`O=C(CCNS(=O)(=O)c1ccc2c(c1)CCC(=O)N2)NCc1ccc2c(c1)OCO2` gave TrxR1 inh 7%, TRHR ag -0.8, D2 antagonist 8, D2 agonist -0.2, TrxR1 substrate 2%, USP1-UAF1 inh -13%, TRHR enhancer -1, IDH1 R132H inh 4% and Pin1 inhibitor 6%.
For Cc1ccc(C(C)(C)NC(=O)C2CCC(=O)N(Cc3ccccc3F)C2)cc1 (centres undefined) the results were TrxR1 inh -12%, TRHR ag -0.2, D2 antagonist 11, D2 agonist -0.5, TrxR1 substrate -5%, USP1-UAF1 inh -16%, TRHR enhancer -2, IDH1 R132H inh 5% and Pin1 inhibitor 2%.
`O=c1c2ccccc2nc2n1CCCN2` gave TrxR1 inh 22%[57.1 µM], TRHR ag -1.4, D2 antagonist 12, D2 agonist 0.8, TrxR1 substrate 56%[activator][57.1 µM], USP1-UAF1 inh -15%, TRHR enhancer 6, IDH1 R132H inh 5% and Pin1 inhibitor -1%.

Taken from the listing for reference:
For Cc1ccc(C(C)(C)NC(=O)C2CCC(=O)N(Cc3ccccc3F)C2)cc1 (centres undefined) the results were TrxR1 inh -12%, TRHR ag -0.2, D2 antagonist 11, D2 agonist -0.5, TrxR1 substrate -5%, USP1-UAF1 inh -16%, TRHR enhancer -2, IDH1 R132H inh 5% and Pin1 inhibitor 2%.
`O=c1c2ccccc2nc2n1CCCN2` gave TrxR1 inh 22%[57.1 µM], TRHR ag -1.4, D2 antagonist 12, D2 agonist 0.8, TrxR1 substrate 56%[activator][57.1 µM], USP1-UAF1 inh -15%, TRHR enhancer 6, IDH1 R132H inh 5% and Pin1 inhibitor -1%.

Additional records.
For COc1ccc(C(=O)/C=C/C(=O)N(Cc2ccc(F)cc2)C(C(=O)NC2CCCCC2)c2ccncc2)c(O)c1 (centres undefined) the results were TrxR1 inh -9%, TRHR ag -0.1, D2 antagonist 6, D2 agonist -0.7, TrxR1 substrate -7%, USP1-UAF1 inh -20%, TRHR enhancer 15, IDH1 R132H inh 3% and Pin1 inhibitor 43%[activator].
Screening C=CCn1c(CCNC(=O)C(C)(C)C)nc2ccccc21 returned TrxR1 inh 15%[57.1 µM], TRHR ag -0.2, D2 antagonist -12, D2 agonist 0.3, TrxR1 substrate -1%[57.1 µM], USP1-UAF1 inh -4%, TRHR enhancer 3, IDH1 R132H inh 6% and Pin1 inhibitor -2%.
For O=C(Cc1ccc([N+](=O)[O-])cc1)Nc1ccc(Br)cn1 the results were TrxR1 inh 4%, TRHR ag -0.2, D2 antagonist 10, D2 agonist -0.1, TrxR1 substrate 7%[57.1 µM], USP1-UAF1 inh -6%, TRHR enhancer -5, IDH1 R132H inh 2% and Pin1 inhibitor 0%.
Cc1cccc(/C=C/c2onc(C)c2[N+](=O)[O-])n1 was read as TrxR1 inh inconclusive, TrxR1 substrate -3%[57.1 µM], USP1-UAF1 inh -5%, IDH1 R132H inh 9% and Pin1 inhibitor 3%.
For Cc1cc(C(=O)Nc2ncn(Cc3ccc(F)cc3)n2)ccc1[N+](=O)[O-] the results were TrxR1 inh -20%, TRHR ag -0.4, D2 antagonist -9, D2 agonist -0.4, TrxR1 substrate -2%, USP1-UAF1 inh -7%, TRHR enhancer 3, IDH1 R132H inh -4% and Pin1 inhibitor -8%.
For C=CCNc1nc(C(=O)OCC(=O)NCc2ccccc2OC)cs1 the results were TrxR1 inh 11%, TRHR ag -1.3, D2 antagonist -16, D2 agonist -1.3, TrxR1 substrate -3%, USP1-UAF1 inh -2%, TRHR enhancer 0, IDH1 R132H inh -1% and Pin1 inhibitor 5%.
CC(=O)C[C@@H](O)CC(=O)[C@@H]1OC(=O)CC/C=C\Cc2ccccc21 was read as TrxR1 inh -22%, TRHR ag 0.0, D2 antagonist -21, D2 agonist -0.5, TrxR1 substrate -5%, USP1-UAF1 inh -9%, TRHR enhancer -2, IDH1 R132H inh -10% and Pin1 inhibitor -3%.
Screening COCCN(CCNC(=O)c1ccc(NC2=NC3CS(=O)(=O)CC3S2)cc1)Cc1ccco1 (centres undefined) returned TrxR1 inh 13%[57.1 µM], TRHR ag -0.3, D2 antagonist 14, D2 agonist 0.1, TrxR1 substrate 11%[57.1 µM], USP1-UAF1 inh -16%, TRHR enhancer 11, IDH1 R132H inh -6% and Pin1 inhibitor 2%.
`CCSS(=O)(=O)c1cccc2cccnc12` gave TrxR1 inh 4%[57.1 µM], TRHR ag -0.2, TrxR1 substrate -3%[57.1 µM], USP1-UAF1 inh 1%, TRHR enhancer -6, IDH1 R132H inh 17% and Pin1 inhibitor -1%.
For CCOCCCNC(=O)Cn1nc(Cc2ccncc2)c2ccccc2c1=O the results were TrxR1 inh 5%, TRHR ag 0.1, D2 antagonist 9, D2 agonist 0.0, TrxR1 substrate -5%, USP1-UAF1 inh -20%, TRHR enhancer -2, IDH1 R132H inh -9% and Pin1 inhibitor -3%.
`COc1ccc(Br)cc1-c1noc(-c2ccccc2F)n1` gave TrxR1 inh -1%, TRHR ag 0.9, D2 antagonist 6, D2 agonist 2.8, TrxR1 substrate -5%, USP1-UAF1 inh -15%, TRHR enhancer -3, IDH1 R132H inh 2% and Pin1 inhibitor 7%.
For CCCC(=O)N1CCN(S(=O)(=O)c2cc(Cl)ccc2OC)CC1 the results were TrxR1 inh 8%[57.1 µM], TRHR ag -0.8, D2 antagonist 8, D2 agonist -1.0, TrxR1 substrate -4%[57.1 µM], USP1-UAF1 inh -19%, TRHR enhancer -2, IDH1 R132H inh 2% and Pin1 inhibitor -1%.
Screening COc1ccccc1NC(=O)Cn1cc(C(=O)c2ccncc2)c(=O)c2cc(C)ccc21 returned TrxR1 inh 7%[57.1 µM], TRHR ag 0.2, D2 agonist 0.7, TrxR1 substrate -1%[57.1 µM], USP1-UAF1 inh -15%, TRHR enhancer -2, IDH1 R132H inh -18% and Pin1 inhibitor 2%.
`O=C(C[C@@H]1C/C=C\C[C@@H](Cc2ccc(F)cc2)C(=O)OC[C@@H](Cc2c[nH]c3ccccc23)NC1=O)NCCO` gave TrxR1 inh 4%[57.1 µM], TrxR1 substrate -6%, USP1-UAF1 inh 17%, IDH1 R132H inh -8% and Pin1 inhibitor 1%.
Screening O=C1COc2ccc(S(=O)(=O)N3CCc4ccccc43)cc2N1 returned TrxR1 inh 11%, TRHR ag 0.4, D2 antagonist 0, D2 agonist 0.5, TrxR1 substrate -2%, USP1-UAF1 inh -19%, TRHR enhancer 6, IDH1 R132H inh 0% and Pin1 inhibitor -12%.
For CC(C)(C)c1csc(NNC(=O)c2ccc(Cl)cc2)n1 the results were TrxR1 inh 15%, TRHR ag 0.2, D2 antagonist -12, D2 agonist -0.9, TrxR1 substrate -1%, USP1-UAF1 inh 0%, TRHR enhancer -1, IDH1 R132H inh -10% and Pin1 inhibitor -7%.
Screening CCOC(=O)c1cnc(SCc2cccc(C)c2)nc1N returned TrxR1 inh -18%, TRHR ag 1.1, D2 antagonist 8, D2 agonist 0.4, TrxR1 substrate -13%, USP1-UAF1 inh -12%, TRHR enhancer -1, IDH1 R132H inh 2% and Pin1 inhibitor -2%.
`Cc1c(C(=O)OC(C)C)sc(NC(=O)c2cccnc2)c1C#N` gave TrxR1 inh 6%, TRHR ag -0.4, D2 antagonist 23, D2 agonist 2.9, TrxR1 substrate -5%, USP1-UAF1 inh -16%, TRHR enhancer 7, IDH1 R132H inh 5% and Pin1 inhibitor inconclusive.

Screening results from PubChem BioAssay.
